# DT40 TDP1 CPT: DT40-hTDP1 cell growth loss with CPT; chicken DT40 Tdp1-/-;hTDP1 cells + 20 nM CPT, ATP luminescence, 48 h; Potency, µM (doses to about 46.2 µM), without a hit: top-dose activity change, negative = growth inhibition, most hits filed as inhibitors; 420,000 compounds, 12% hits; AID 686979; also: nearly all actives have a fitted effect of over 55% in size
#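 Chicken DT40 Tdp1-/- cells complemented with human TDP1, 400 cells/well, exposed to compounds plus 20 nM camptothecin for at least 48 h at 37 C; viability read as ATP content by CellTiter-Glo luminescence.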
# TDP1 cell noCPT: qHTS for Inhibitors of human tyrosyl-DNA phosphodiesterase 1 (TDP1): qHTS in cells in absence of CPT; DT40 Tdp1-/- hTDP1 cells, no CPT, ATP luminescence, 48 h; Potency, µM (doses to about 46.2 µM), without a hit: top-dose activity change, negative = growth inhibition, usual class: inhibitors; 420,000 compounds, 15% hits; also: nearly all actives have a fitted effect of over 55% in size
#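 DT40 Tdp1-/-;hTDP1 cells, no CPT (DMSO vehicle only), 400 cells/well; compounds pin-transferred; ≥48 hr, 37 °C; CellTiter-Glo 30 min RT dark, luminescence read.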
# TDP1 block: TDP1 (human) enzyme inhibition | AID 485290 | Q9NUW8 | recombinant TDP1, AlphaScreen DNA substrate cleavage | 350,000 compounds, 0.28% hits | Potency, µM (doses to about 130 µM), for the others: at the highest dose activity change, negative = inhibition, actives largely listed as inhibitors; also: nearly all actives have a fitted effect of over 40% in size
# Target sequence (Q9NUW8 whole entry, looked up): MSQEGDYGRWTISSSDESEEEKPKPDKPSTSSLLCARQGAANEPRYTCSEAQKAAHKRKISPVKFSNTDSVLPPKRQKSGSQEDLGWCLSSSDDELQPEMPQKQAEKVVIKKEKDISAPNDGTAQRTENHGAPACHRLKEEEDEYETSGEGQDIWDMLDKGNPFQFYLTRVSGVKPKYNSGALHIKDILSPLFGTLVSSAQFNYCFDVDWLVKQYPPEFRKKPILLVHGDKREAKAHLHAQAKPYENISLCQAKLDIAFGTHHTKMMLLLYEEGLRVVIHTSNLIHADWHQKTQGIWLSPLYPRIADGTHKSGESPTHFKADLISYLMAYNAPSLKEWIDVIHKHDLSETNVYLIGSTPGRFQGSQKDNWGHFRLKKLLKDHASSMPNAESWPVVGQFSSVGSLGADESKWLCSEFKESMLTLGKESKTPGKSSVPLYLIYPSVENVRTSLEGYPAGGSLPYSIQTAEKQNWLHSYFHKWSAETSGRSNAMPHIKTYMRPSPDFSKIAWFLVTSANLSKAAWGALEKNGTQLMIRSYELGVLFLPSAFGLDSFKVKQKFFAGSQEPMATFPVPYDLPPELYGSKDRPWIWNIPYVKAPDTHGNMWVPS
#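 Tdp1 1 nM final; 15 min RT w/ cpd; substrate 15 nM, 5 min; beads 10 ug/ml, 10 min; AlphaScreen read. Neg ctrl: no enzyme.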
# Active calls of the source: *; ? = inconclusive; . = not tested or not shown; [ ] = dose if it differs, or a comment. Calls follow the shape of the dose curve; as a rule, active = well fitted curve in the direction sought with a large enough effect; inconclusive = small, poorly fitted or top-dose-only effect, or another doubt; inactive = no such curve, though single readings can be large; an effect the other way counts as inactive or inconclusive. % is scaled to controls: 0 for no effect and ±100 for the full control effect; potency is read from the fitted curve at half-maximal effect.
SMILES,DT40 TDP1 CPT,TDP1 cell noCPT,TDP1 block
CCn1c(SCc2ccccc2)nnc1C1CCN(S(=O)(=O)c2ccc(OC)cc2)CC1,?,?,1%
COc1ccc(CCNC(=O)Cc2cc(OC)c(OC)cc2Br)cc1OC,-4%,-27%,-2%
Cc1cc(C)cc(NC(=O)c2cc(S(=O)(=O)N3CCC(C)CC3)cn2C)c1,-14%,-18%,1%
C=CCNC(=O)c1c(CSc2ccc(Cl)cc2)noc1C(=O)NCc1ccccc1,?,?,.
COC(=O)c1c(N2C(=O)[C@H]3[C@@H](C2=O)[C@]2(C(=O)Nc4c2ccc(C)c4C)N2CCC[C@@H]32)sc(C)c1C,18µM*,16µM*,5%
CC(C)(C)OC(=O)C[C@@H]1C/C=C\C[C@@H](CC(=O)N(CCO)Cc2ccccc2)C(=O)NC[C@@H](c2ccccc2)OC1=O,21µM*,?,2%
CCOc1ccc(-c2nnn(CCC(=O)O)n2)cc1OC,-1%,0%,1%
NC(=O)CC(NC(=O)c1cccc(Br)c1)c1ccc(NC2CCCCCCCCCCC2)c([N+](=O)[O-])c1 (stereo not given),2%,-12%,.
CN(C(=O)CSc1nc(-c2ccc(F)cc2)cs1)C1CCS(=O)(=O)C1 (stereo not given),0%,-18%,6%
COc1ccccc1Nc1nn2c(=O)c3ccc(C(=O)NC4CCC(C)CC4)cc3nc2s1 (stereo not given),5.8µM*,5.2µM*,8%
Cc1ccc(Nc2nc3c(s2)CCC3)c(C)c1,?,?,8%
CCCc1ccc(S(=O)(=O)NCc2nnc(SC)n2C)cc1,-6%,-11%,.
O=C(CSCc1ccc(F)cc1)Nc1nc2c(s1)CCCC2,-23%,?,2%
COc1cc(C(=O)Nc2cccnc2)cc(OC)c1OC,-4%,19%,.
C[C@H](CO)N1C[C@H](C)[C@H](CN(C)C(=O)CC2CC2)Oc2cc(Br)ccc2S1(=O)=O,-6%,-8%,.
CC(C)N=C(NC#N)SCc1ccccc1,-5%,-6%,1%
COc1ccc(OC)c(S(=O)(=O)N2CCC3(CC2)CC(=O)c2ccccc2O3)c1,-9%,?,1%
Cc1csc(SCc2ccccc2C(=O)O)n1,-8%,-10%,0%
Nc1ccn([C@@H]2O[C@H](C(=O)N[C@H]3c4ccccc4C[C@H]3O)[C@@H](O)[C@H]2O)c(=O)n1,17%,4%,.
O=C1Nc2ccccc2C(O)(C(=O)NC2CC2)N1c1ccc(Cl)c(Cl)c1 (stereo not given),7%,-23%,-2%
CCCCCCn1c(SCC#N)nc2ccccc2c1=O,?,?,.
CCCNC(=O)Nc1cccc(C(=O)OC)c1,-4%,-12%,0%
COc1ccc(-c2c(C#N)c(SCC(N)=O)nc3c2CCCC3)cc1,?,?,4%
COc1cccc(CC(NC(C)=O)C(=O)NC2CCN(S(=O)(=O)c3ccc(F)cc3)CC2)c1OC (stereo not given),-1%,-4%,-6%
CC(NCc1cc(Br)ccc1OCC(N)=O)C12CC3CC(CC(C3)C1)C2 (stereo not given),?,18µM*,.

# The listing continues.
SMILES,DT40 TDP1 CPT,TDP1 cell noCPT,TDP1 block
COc1ccccc1C(CNC(=O)c1ccc(NS(=O)(=O)c2ccc(F)c(C)c2)cc1)N1CCCC1 (stereo not given),?,?,.
COc1ccc(C(=O)NN2C(=O)C3CCC(C)(C2=O)C3(C)C)cc1 (stereo not given),-17%,-12%,2%
COc1ccccc1NC(=O)c1c(NCc2ccc(OC)c(OC)c2OC)sc2c1CCC2,?,23µM*,1%
Cc1ccc(C(=O)N2CCC(N3CCC(C(=O)N4CCOCC4)CC3)CC2)cc1,-5%,-20%,.
Cc1ccc2[nH]c(=O)c(CN(CCO)Cc3nnnn3CCc3ccccc3)cc2c1,?,-25%,3%
CN1CCN(c2cc(CNC[C@H]3O[C@@H](n4cnc5c(=O)[nH]c(N)nc54)[C@H](O)[C@@H]3O)ccc2F)CC1,-9%,14%,.
Cc1cc(C)c2c(-n3cccc3)nn(C)c2n1,-12%,-16%,6%
COc1ccccc1CNC(=O)CCN1C(=O)c2ccccc2C1=O,6%,0%,.
COc1cc(-c2coc3c(C(=O)Nc4ccc(C(C)C)cc4)cccc23)ccc1O,?,21µM*,.
CC(=O)NC1=C(C#N)CCC1,8%,-16%,.
Cc1ccccc1C(=O)OCC(=O)NCC1COc2ccccc2O1 (stereo not given),?,18µM*,-13%
COC(=O)C(NC(=O)CSc1nc(N)cc(=O)[nH]1)c1ccccc1 (stereo not given),0%,12%,-7%
Cc1cc(NC(=O)CN2CCC(C)CC2)nc2c1c(=O)oc1ccccc12,?,21µM*,2%
CCN1CCN(c2ccc(S(=O)(=O)N3CCCCC3)cc2NC(=O)COc2ccc(F)cc2Cl)CC1,21µM*,?,6%
CCCCN(CC)CCNc1ncnc2onc(-c3ccc(Cl)cc3)c12,-21%,-19%,4%
Cc1ccc(C2C=C(c3ccc(Cl)cc3)Nc3nc(NS(=O)(=O)c4ccccc4)nn32)cc1 (stereo not given),2%,1%,-5%
COc1ccccc1C(=O)Nc1cccc(N2CCC(NCc3cnn(-c4ccccc4)n3)CC2)c1,-9%[9.04 µM],?,.
N#Cc1ccc(-c2ccc(Cl)cc2)nc1Oc1ccc(F)cc1,?,3%,4%
Cc1oc2ncnc(N3CCCCC3)c2c1C(=O)N1CCN(c2ccc(Cl)cc2)CC1,-19%,?,-1%
COc1ccc(/C=N/N2C(=O)C3C4C=CC(C4)C3C2=O)cc1[N+](=O)[O-] (stereo not given),11%,11%,3%
COC(=O)[C@]12CCCCC=C1N(Cc1ccccc1)C(=O)[C@H](CC(=O)NCCc1ccccc1OC)C2,?,?,.
Cc1ccc(-c2[nH][nH]c(=O)c(=O)c2N=Nc2ccccc2)cc1,?,-7%,6%
NC(=O)C1CCN(CC(=O)c2c[nH]c3ccc(F)cc23)CC1,9%,5%,0%
Cc1onc(-c2ccccc2Cl)c1C(=O)NC(C)c1ccccc1 (stereo not given),-21%,5%,-1%
O=C(Nc1ccc2nc(SCc3ccccc3)sc2c1)c1cccc(F)c1,-27%,-26%,-2%

# Structural class, those above containing bromine.
SMILES,DT40 TDP1 CPT,TDP1 cell noCPT,TDP1 block
COc1ccc(CCNC(=O)Cc2cc(OC)c(OC)cc2Br)cc1OC,-4%,-27%,-2%
NC(=O)CC(NC(=O)c1cccc(Br)c1)c1ccc(NC2CCCCCCCCCCC2)c([N+](=O)[O-])c1 (stereo not given),2%,-12%,.
C[C@H](CO)N1C[C@H](C)[C@H](CN(C)C(=O)CC2CC2)Oc2cc(Br)ccc2S1(=O)=O,-6%,-8%,.
CC(NCc1cc(Br)ccc1OCC(N)=O)C12CC3CC(CC(C3)C1)C2 (stereo not given),?,18µM*,.

# The results go on.
SMILES,DT40 TDP1 CPT,TDP1 cell noCPT,TDP1 block
Cc1ccccc1NC(=S)NCc1ccc2c(c1)cc(C)n2C,2.9µM*,3.3µM*,3%
CCOC(=O)N1CCC(NC(=O)Cn2c3c(c(-c4ccccc4Cl)cc2=O)CCC3)CC1,?,-26%,2%
CCOC(=O)c1cnc2ccc(OCC)cc2c1N1CCN(C)CC1,?,?,5%
CN1CCc2nc(SCc3ccc(C(C)(C)C)cc3)c(C#N)cc2C1,23µM*,?,7%
CCOCCn1c(SC)nc2c1c(=O)[nH]c(=O)n2C,?,?,1%
COc1ccc(NC(=O)C2C(=O)N(C)C3(C)CC2c2ccccc2O3)cc1 (stereo not given),0%,-29%,5%
CCN1CCN(C(=S)Nc2ccc3nc4n(c(=O)c3c2)CCCCC4)CC1,-10%,3%,-1%
Cn1cc(CCNC(=O)CC2C(=O)NCCN2CC(c2ccccc2)c2ccccc2)cn1 (stereo not given),3%,19%,.
CCCCc1cc2c(s1)CCCC/C2=N/O,-7%,-9%,3%
CC(C)NC(=O)N(C)C[C@H]1Oc2c(NC(=O)Nc3ccc(C(F)(F)F)cc3)cccc2C(=O)N([C@H](C)CO)C[C@@H]1C,?,18µM*,1%
COc1cccc(CN2CCCC(C(=O)N3CCCCC3)C2)c1OC (stereo not given),-9%,2%,-1%
CCCN(C)C1CN(Cc2cn(Cc3ccc(F)cc3)nn2)S(=O)(=O)C1 (stereo not given),6%,-9%,.
NS(=O)(=O)c1ccc(CCNC(=O)c2nc(SCc3ccccc3F)ncc2Cl)cc1,5%,?,2%
CCCNC(=O)C1(C)CCCN(Cc2ccccc2-c2ccccc2)C1 (stereo not given),?,?,.
CSc1ncnc2c1ncn2CCCNCCCc1ccccc1,6%,8%,.
NC(=O)c1cccc(-c2coc3c(C(=O)NCc4ccccc4)cccc23)c1,?,18µM*,.
CC1(C)CCCN(C(=O)N2c3ccccc3Sc3ccccc32)C1,-4%,?,-3%
CCOc1ccc(CCn2c(-c3ccco3)nc3ccccc3c2=O)cc1OCC,1.3µM*,0.82µM*,8%
CCCCCCCCN1C(=O)[C@H](CC(=O)NCCCN2CCCC2=O)C[C@@]2(C(=O)OC)CCCCC=C12,?,?,.
Cc1ccc(S(=O)(=O)/N=C(/c2ccc(F)cc2)N2CCOCC2)cc1,2%,5%,2%
COC(=O)c1cccc(N2C(=O)C3CC=CCC3C2=O)c1 (stereo not given),?,-19%,-5%
Cc1cccc(CN2CCC(N3CC(C)OC(C)C3)CC2)c1 (stereo not given),17%,8%,.
N#Cc1cc(N)c(Nc2ccccc2)cc1C#N,?,?,4%
Cc1cccc(NS(=O)(=O)c2ccc3c(c2)CCN3C(=O)C2CCC2)c1,18µM*,18µM*,0%
COc1ccc(N(C)C(=O)C2CCN(S(=O)(=O)c3cccc4nonc34)CC2)c(OC)c1,?,?,4%

# Continuation.
SMILES,DT40 TDP1 CPT,TDP1 cell noCPT,TDP1 block
Cc1ccc(S(=O)(=O)N2CCOCC2)cc1NC(=O)CSc1n[nH]c(N)n1,13%,5%,0%
O=C(Oc1ccc(N(C(=O)c2ccncc2)S(=O)(=O)c2cccs2)cc1)c1ccncc1,-28%,?,5%
CCN(CC)S(=O)(=O)c1cc(NC(=O)CSc2n[nH]c(N)n2)ccc1C,0%,1%,2%
CN(C)CCn1c2c(c(SCC(=O)N3CCc4ccccc43)nc1=O)CCCC2,-26%,?,11%
CC(=O)c1ccc(NS(=O)(=O)Cc2ccc(Cl)cc2)cc1,-3%,4%,5%
COC(=O)c1c(-n2c(C)cc(C=O)c2C)sc2c1CCCC2,?,22µM*,6%
CCCCCCC(C)n1[nH]c(=O)c2c(C)cc(=O)[nH]c21 (stereo not given),?,?,-2%
COc1ccc(OCC(=O)Nc2ccc(N3CCN(Cc4ccccc4F)CC3)cc2)cc1,?,?,.
COc1cc2nc(C3CCC3)n(NC(=O)c3ccco3)c(=O)c2cc1OC,1%,3%,-3%
COc1ccc(OC)c(S(=O)(=O)NCC(c2ccco2)N2CCc3ccccc3C2)c1 (stereo not given),?,?,.
Cc1cccc(NC(=O)Cn2nc(-c3cccs3)ccc2=O)c1C,13%,-5%,6%
Cc1ccc(Nc2ncnc3c2nc2n3CCCC2)c(Br)c1,?,-28%,4%
CCOc1cccc(-c2cnc3cccnn23)c1,?,10µM*,.
CCOC(=O)c1c(S(=O)(=O)NCC(=O)Nc2cc(C)ccn2)c(C)n(C)c1C,8%,22%,1%
Cn1c(=O)c2c(nc(N3CCOCC3)n2Cc2ccc(Br)cc2)n(C)c1=O,10µM*,21µM*,.
COc1ccc(N2CCN(c3ccnc4cc(Cl)ccc34)CC2)cc1,?,18µM*,2%
CCCCN1C=C(C(=O)c2ccccc2)C(=O)CC1,-9%,-5%,.
CC1CC(C)CN(c2cc3c(cc2[N+](=O)[O-])C(=O)N(c2ccccc2)C3=O)C1 (stereo not given),2%,?,4%
COC(=O)C1C(c2ccc(OC)cc2)Nc2nnc(C(F)(F)F)n2C1(C)O (stereo not given),-12%,-9%,-3%
CCc1nc(N)c(C#N)c(-c2ccccc2OC)c1C,13µM*,1%,7%
O=C(Nc1nc2ccccc2n1CCN1CCCCC1)C1CCCCC1,?,?,3%
CC(C)(C)c1ccc(-c2ncccc2O)cc1,-14%,?,3%
Cc1ccc(S(=O)(=O)NCC(=O)Nc2ccc3c(c2)OCO3)cc1,-2%,-13%,.
CCn1c(SCC(=O)NC2CCCCC2)nnc1-c1cccnc1,15%,0%,4%
CCn1cc(S(=O)(=O)c2cccc(Cl)c2)c(=O)c2cc(F)c(N3CCN(C)CC3)cc21,?,?,1%
O=C(O)C1(c2ccccc2)CCN(S(=O)(=O)c2ccccc2)CC1,-5%,-13%,.
O=C1NC[C@@H](CCCCN2C[C@H](Cc3ccccc3)N(CCC3CCCCC3)C(=O)C2=O)N(CC2CCCCC2)C1=O,-10%,-6%,.
Cc1cc(NC(=O)Nc2ccc(Cl)cc2)n(C)n1,2%,13%,.
O=C(NCCc1ccccc1)c1cnc2sccn2c1=O,-10%,-20%,0%

# Compound activity as filed in PubChem.
